Bioassay records from PubChem.
NPY2 pot ag = NPY-Y2 potentiators or agonists, primary screen, cell-based. cells expressing NPY-Y2, potentiator/agonist read-out. activation, % at 3.6 µM. actives 0.45% (n = 220,000). AID 1359, 2008; in the data active means activation above about 27%;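 further: cells stimulated with NPY near EC25 plus isoproterenol at EC100; 0% = vehicle plus submaximal agonist and 100% = vehicle plus saturating agonist; some results beyond the cut were filed as inactive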
CHOP inhibitor = inhibitors of CHOP promoter induction, primary screen, cell-based, unfolded protein response, luciferase reporter | CHO-K1 CHOP-promoter luciferase, tunicamycin-induced, 15-18 h | inhibition, % at 10 µM | actives 3.8% (n = 220,000);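 active means compounds that reduced the stress-induced luciferase reporter signal by more than about 70% of percent inhibition, limit read from the data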;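 further: 0% = tunicamycin plus vehicle and 100% = wells without tunicamycin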
p47phox inh = p47phox/p22phox peptide binding inhibitors, primary screen, biochemical, uHTS, NADPH oxidase regulatory subunit; Neutrophil cytosol factor 1 (Homo sapiens), P14598; fluorescence polarization, 2 h; inhibition, % at 24.7 µM; actives 0.53% (n = 220,000); AID 1274, 2008;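 active means inhibition above about 30%, limit read from the data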;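 further: 0% = p47phox with labelled peptide and 100% = labelled peptide alone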
Ba/F3 V617F tox = reduced viability of JAK2V617F-dependent Ba/F3 cells, primary screen, JAK2V617F inhibitor project, cell-based, Ba/F3 EpoR-JAK2V617F, luminescence; ATP luminescence; inhibition, % at 5.6 µM; actives 1.1% (n = 220,000); AID 1446, 2008;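 active means inhibition above the campaign mean plus 3 SD over all tested compounds, cut at about 24% in these data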;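 further: cytokine-independent growth of Ba/F3 cells driven by EpoR plus mutant JAK2; 0% = DMSO-treated cells and 100% = JAK inhibitor I control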
NPY-Y1 antag = NPY-Y1 receptor antagonists, primary screen, cell-based; Neuropeptide Y receptor type 1 (Homo sapiens), P25929; inhibition, % at 3.6 µM; HEK293-CNG Y1 cells, membrane potential fluorescence; NPY at EC95, then isoproterenol; actives 1% (n = 200,000);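 active means inhibition above the campaign mean inhibition of all tested compounds plus 3 SD, cut at about 20% in these data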;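 further: 0% = DMSO wells given NPY plus isoproterenol and 100% = isoproterenol alone without NPY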
Target sequence (P25929 whole entry, looked up): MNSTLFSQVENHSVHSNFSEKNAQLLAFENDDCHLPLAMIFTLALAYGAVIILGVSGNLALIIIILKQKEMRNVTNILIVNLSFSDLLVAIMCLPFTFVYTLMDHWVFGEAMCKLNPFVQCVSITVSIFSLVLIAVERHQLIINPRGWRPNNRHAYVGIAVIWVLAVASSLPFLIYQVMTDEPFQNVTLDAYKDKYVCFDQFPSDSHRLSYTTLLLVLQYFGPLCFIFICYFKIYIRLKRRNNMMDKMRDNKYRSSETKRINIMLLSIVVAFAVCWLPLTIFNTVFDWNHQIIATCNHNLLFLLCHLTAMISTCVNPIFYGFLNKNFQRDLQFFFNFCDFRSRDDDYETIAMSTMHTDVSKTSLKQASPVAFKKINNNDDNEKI
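System: HEK293 cells with Y1 receptor plus CNG channel / Probe or stimulus: NPY 25 nM then isoproterenol 1 µM plus Ro 20-1724 25 µM / Compound: one concentration, 3.6 µM, in 0.4% DMSO / Schedule: compound incubation 1 h at room temperature, readout 45 min post-stimulation / Measured by: membrane potential fluorescence / Read-out: % inhibition of NPY effect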
S1P4 antagonist = S1P4 receptor antagonists, primary screen, cell-based; Sphingosine 1-phosphate receptor 4 (Homo sapiens), O95977; S1P4-expressing cells, antagonist mode, reporter read-out; inhibition, % at 4.98 µM; actives 0.26% (n = 220,000); AID 1510, 2009; in the data active means inhibition above about 29%;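 further: 0% = wells stimulated with agonist and 100% = vehicle wells without agonist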
Target sequence (O95977 whole entry, looked up): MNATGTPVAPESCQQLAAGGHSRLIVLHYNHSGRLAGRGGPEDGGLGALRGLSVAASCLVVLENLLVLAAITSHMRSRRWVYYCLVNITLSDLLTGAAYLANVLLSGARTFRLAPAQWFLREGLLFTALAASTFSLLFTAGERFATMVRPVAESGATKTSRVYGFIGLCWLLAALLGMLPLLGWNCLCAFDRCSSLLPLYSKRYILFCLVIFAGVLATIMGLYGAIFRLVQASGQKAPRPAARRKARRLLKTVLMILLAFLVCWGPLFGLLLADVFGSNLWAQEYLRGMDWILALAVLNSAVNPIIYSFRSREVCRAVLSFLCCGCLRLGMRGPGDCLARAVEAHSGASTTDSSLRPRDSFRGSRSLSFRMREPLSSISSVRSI
S1P4 agonist = S1P4 receptor agonists, primary screen, cell-based. actives 0.35% (n = 220,000). activation, % at 4.98 µM. AID 1509, 2009. S1P4-expressing cell line, agonist reporter assay; in the data active means activation above about 11%;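 further: 0% = DMSO vehicle and 100% = reference agonist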
BaF3 parental = parental Ba/F3 cell viability inhibition, counter-screen for JAK2V617F inhibitor project, murine pro-B, CellTiter-Glo luminescence. inhibition, % at 5.6 µM. actives 1.1% (n = 220,000). AID 1486, 2009. CellTiter-Glo ATP luminescence;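 active means inhibition above a per-campaign cutoff, the mean inhibition of all tested compounds plus 3 SD, cut at about 27% in these data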;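 further: 0% = DMSO wells and 100% = JAK Inhibitor I control wells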
NPY1 pot ag = NPY-Y1 receptor potentiators or agonists, primary screen, cell-based. activation, % at 3.6 µM. actives 0.37% (n = 220,000). NPY-Y1 expressing cells, potentiator/agonist activation. AID 1304, 2008; in the data active means activation above about 33%, passing the limit was not always enough;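 further: cells stimulated with NPY at EC10 then isoproterenol at EC100; 0% = low agonist plus stimulus and 100% = saturating agonist plus stimulus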
An asterisk follows results filed as active; x = not tested or not shown. Compounds were not picked by outcome; 7.1% or so of the library scored in one or more.

SMILES	NPY2 pot ag	CHOP inhibitor	p47phox inh	Ba/F3 V617F tox	NPY-Y1 antag	S1P4 antagonist	S1P4 agonist	BaF3 parental	NPY1 pot ag
COc1ccc(-c2nnnn2C(C)C)cc1	-14	10	-6	-2	x	1	0.5	1	5
Cc1ccc(CSc2nnc3nc(C)cc(C)n23)cc1	-8	-6	2	-3	6	-8	-2.9	3	-30
CCN(CC)C(=O)CSc1nc2[nH]ncc2c(=O)[nH]1	12	2	0	0	-3	-6	0.1	4	4
Oc1ccc(Nc2ncnc3scc(-c4ccccc4)c23)cc1	26	42	0	-1	6	-9	-2.1	0	-9
NC(=NC(=O)c1ccccc1)C1=C(O)CCC1=O	9	6	8	3	1	-4	1.0	4	2
CSc1nc2ccc(NC(=O)c3cc4ccccc4o3)cc2s1	-7	22	-6	-2	6	-21	1.1	2	-27
CC(C)(C)OC(=O)N[C@@H](Cc1ccccc1)C(=O)N1CCC(C(=O)O)CC1	-6	-18	-2	0	-6	-3	0.5	0	11
COc1ccc([N+](=O)[O-])cc1NC(=O)c1ccc(Br)s1	7	60	5	3	1	-12	1.3	4	18
COc1cc(OC)cc(C(=O)NCC(=O)N2CCCCC2)c1	3	19	-9	-3	4	-2	-0.2	1	-4
CC(=C/c1ccccc1)/C=N/N1CCN(Cc2ccc(C)cc2)CC1	-13	27	-4	-1	x	-10	0.0	-4	-18
CCCCC(=O)Nc1nnc(C2=COCCO2)o1	10	14	-4	-3	-1	8	2.7	3	12
Cn1ccnc1Sc1ccccc1[N+](=O)[O-]	10	-10	3	6	9	-4	-1.5	6	2
CCC/C(=N\NC(=O)c1csc(C)c1C)c1cccs1	2	-1	-15	-1	0	-26	-1.7	1	4
NS(=O)(=O)c1ccc(C(=O)Nc2ccc(-c3nc4cccnc4s3)cc2)cc1	-26	-22	-59	-1	x	3	0.8	-5	20
Oc1oc(-c2cccc3ccccc23)nc1C=NCc1ccccc1	-4	0	-10	-2	-8	6	-0.1	2	2
O=C(CC1SC(N2CCOCC2)=NC1=O)Nc1cc([N+](=O)[O-])ccc1Cl (stereo not given)	4	-2	-3	1	2	-18	2.2	7	-10
CC(=O)Oc1c(Cl)c(N2CCOCC2)c(OC(C)=O)c2ccccc12	-2	23	-17	3	8	-14	-0.9	8	-17
CCC(C(=O)NN1C(=O)c2ccccc2C1=O)c1ccccc1 (stereo not given)	0	13	3	-1	-4	1	-0.2	10	-3
O=c1[nH]c2ccccc2nc1/C=C/c1ccc(Cl)cc1	-4	11	-34	3	-4	-10	0.4	6	8
CC(C)Oc1cccc(C(=O)C2CCCN(S(=O)(=O)C(C)C)C2)c1 (stereo not given)	-9	-21	-5	-3	4	-13	2.1	1	-10
COc1ccc(Br)cc1/C=C/C(=O)Nc1ccc(C)cc1	-9	23	-10	0	5	2	-0.8	6	-24
CC(CC(=O)Nc1ccc(Cl)c([N+](=O)[O-])c1)c1ccccc1 (stereo not given)	-7	-15	-4	6	0	-17	-1.1	4	-5
CN1c2ccccc2C(C)(C)[C@]12C=Cc1cc(O)ccc1O2	-17	95*	-78	74*	3	-5	1.7	61*	-9
O=C(CSc1nc2c(c(C(F)(F)F)n1)CCc1ccccc1-2)NCc1ccc(F)cc1	-4	30	-14	2	4	-7	-1.3	3	11

A different layout for part of the listing above:
Compound | NPY2 pot ag | CHOP inhibitor | p47phox inh | Ba/F3 V617F tox | NPY-Y1 antag | S1P4 antagonist | S1P4 agonist | BaF3 parental | NPY1 pot ag
CCC/C(=N\NC(=O)c1csc(C)c1C)c1cccs1 | 2 | -1 | -15 | -1 | 0 | -26 | -1.7 | 1 | 4
NS(=O)(=O)c1ccc(C(=O)Nc2ccc(-c3nc4cccnc4s3)cc2)cc1 | -26 | -22 | -59 | -1 | x | 3 | 0.8 | -5 | 20
Oc1oc(-c2cccc3ccccc23)nc1C=NCc1ccccc1 | -4 | 0 | -10 | -2 | -8 | 6 | -0.1 | 2 | 2
O=C(CC1SC(N2CCOCC2)=NC1=O)Nc1cc([N+](=O)[O-])ccc1Cl (stereo not given) | 4 | -2 | -3 | 1 | 2 | -18 | 2.2 | 7 | -10
CC(=O)Oc1c(Cl)c(N2CCOCC2)c(OC(C)=O)c2ccccc12 | -2 | 23 | -17 | 3 | 8 | -14 | -0.9 | 8 | -17
CCC(C(=O)NN1C(=O)c2ccccc2C1=O)c1ccccc1 (stereo not given) | 0 | 13 | 3 | -1 | -4 | 1 | -0.2 | 10 | -3
O=c1[nH]c2ccccc2nc1/C=C/c1ccc(Cl)cc1 | -4 | 11 | -34 | 3 | -4 | -10 | 0.4 | 6 | 8
CC(C)Oc1cccc(C(=O)C2CCCN(S(=O)(=O)C(C)C)C2)c1 (stereo not given) | -9 | -21 | -5 | -3 | 4 | -13 | 2.1 | 1 | -10
COc1ccc(Br)cc1/C=C/C(=O)Nc1ccc(C)cc1 | -9 | 23 | -10 | 0 | 5 | 2 | -0.8 | 6 | -24
CC(CC(=O)Nc1ccc(Cl)c([N+](=O)[O-])c1)c1ccccc1 (stereo not given) | -7 | -15 | -4 | 6 | 0 | -17 | -1.1 | 4 | -5
CN1c2ccccc2C(C)(C)[C@]12C=Cc1cc(O)ccc1O2 | -17 | 95* | -78 | 74* | 3 | -5 | 1.7 | 61* | -9
O=C(CSc1nc2c(c(C(F)(F)F)n1)CCc1ccccc1-2)NCc1ccc(F)cc1 | -4 | 30 | -14 | 2 | 4 | -7 | -1.3 | 3 | 11

The list continues:
SMILES	NPY2 pot ag	CHOP inhibitor	p47phox inh	Ba/F3 V617F tox	NPY-Y1 antag	S1P4 antagonist	S1P4 agonist	BaF3 parental	NPY1 pot ag
COc1ccc2nc(C)cc(SCC(=O)N/N=C/c3ccc(O)c(O)c3)c2c1	4	-35	-10	5	-3	8	-1.1	0	0
CN(C)c1ccc(NC(=O)CC(NCc2ccccn2)C(=O)O)cc1 (stereo not given)	-5	0	-15	-1	1	4	0.8	4	-6
O=C1N(C2CCCC2)C[C@@H]2C[C@@H](c3cn[nH]c3-c3ccc(Cl)cc3)N3CCC[C@@]123	4	7	-5	3	-7	8	0.0	10	39*
COc1ccc2nc(Nc3nc(C)c(C(C)=O)s3)sc2c1	34*	-54	-6	2	-2	-13	1.2	5	41*
c1ccc(NCc2nc(-c3ccccc3)no2)cc1	1	32	4	1	-3	-6	0.8	3	11
Cc1cc(Nc2ncc(Cl)cc2Cl)n(-c2ccccn2)n1	9	-5	-5	0	-1	-14	0.4	7	14
COc1ccc(C(NC(=O)C(C)(C)C)NC(=O)C(C)(C)C)cc1	-3	-7	-7	1	4	-15	2.3	1	1
Brc1c(CSc2nc3ccccc3o2)nc2ncccn12	11	-11	-4	2	5	8	-0.3	5	4
CCC(=O)NNc1ncnc2ccccc12	4	-13	1	0	-4	-1	-3.2	-1	23
CC(CNC(=O)c1cccs1)c1ccc([N+](=O)[O-])cc1 (stereo not given)	-12	-3	-3	2	2	-9	0.0	2	-10
O=C(CSc1nnc(-c2csc3c2CCCC3)o1)Nc1ccccc1	-8	12	-9	-1	0	-4	1.5	4	-7
Cc1ccc(S(=O)(=O)NCCCNc2ccc([N+](=O)[O-])cc2)cc1	7	50	-3	5	0	5	1.7	10	9
CCOc1ccc(/C=N/OCC(=O)NC(c2ccccc2)c2ccccc2)cc1	-3	37	-5	3	10	-21	-0.3	8	-28
CCOC(=O)c1sc(NS(=O)(=O)c2ccccc2Cl)nc1C	-11	4	-3	4	20	-1	-1.1	51*	4
COc1cc(C)nc(Nc2nc(C)c(C(C)=O)s2)n1	1	0	23	1	-2	-16	12*	4	-11
COC(=O)c1ccccc1NC(=S)N1CCC(N2CCCCC2)CC1	-6	5	8	-1	5	14	1.2	6	-6
CCCCOC(=O)c1ccc(NC(=O)c2ocnc2C)cc1	17	40	-17	2	-1	-20	2.9	2	-35
NC(=O)CSc1nnc2n(-c3ccccc3)c(=O)c3c4c(sc3n12)CCCCC4	0	17	6	1	1	-19	1.6	5	10
CC(=O)NS(=O)(=O)c1ccc(NC(=O)CN2C(=O)C3C4C=CC(C4)C3C2=O)cc1 (stereo not given)	4	-21	0	2	-5	-36	0.4	6	1
CC1CCCCN1C(=O)Nc1ccccc1Cl (stereo not given)	7	-21	4	0	-1	-6	-0.5	2	5
CC(=O)c1sc(NC(=O)c2ccc(C)c(C)c2)nc1C	12	-20	-8	-5	-6	-2	2.6	1	10
COc1ccc(S(=O)(=O)NC2CCCC2)c(Cl)c1Cl	-6	-5	-3	-2	4	2	1.6	4	3
C/C(CCC1CC(C)OC1=O)=N\NC(N)=S (stereo not given)	-4	-16	7	7	x	5	-0.9	-3	3
O=Cc1cn(CC(=O)N2CCCc3ccccc32)c2ccccc12	5	9	5	-3	2	-10	2.0	3	13
COc1ccc(-n2nnnc2SCC(=O)NCCc2ccc(OC)c(OC)c2)cc1	8	3	1	0	-1	10	-0.2	3	-27
COc1cccc(/C=N\NC(=O)Cn2nnc3ccccc32)c1O	-7	36	-6	-2	2	-6	0.5	4	-12
CCCN1CCN(CCCNC(=O)Cn2nc(-c3ccc(C)cc3)ccc2=O)CC1	-10	-33	-6	-4	2	-17	-0.7	2	-8
COc1ccccc1N(CC(=O)Nc1cccnc1)S(=O)(=O)c1ccccc1	8	-33	-10	-1	-2	-3	-1.3	1	26
COc1ccc(S(=O)(=O)N(CC(=O)O)c2ccccc2)cc1	7	2	-8	4	8	-4	0.7	2	-6
CCOC(=O)C1CCCN(C(=O)CSc2ccc(NC(C)=O)cc2)C1 (stereo not given)	7	2	-3	0	-2	3	1.1	4	3
CCc1c(C)nc(N)n2c(SCC(=O)Nc3ccccc3OC)nnc12	26	5	-6	-1	-4	-1	1.2	3	3
O=C(OCc1cnc(Cl)s1)c1ccc(Cl)cc1	-5	62	-10	2	-1	-24	-0.1	4	-27
O=C(c1ccc(N2CCCC2=O)cc1)N1CCOCC1	-14	5	3	-1	-3	-15	1.9	-5	-5
CCCn1c(=NC(=O)c2c(-c3c(F)cccc3Cl)noc2C)c(C(=O)OCC)cc2c(=O)n3ccccc3nc21	8	-38	-12	1	7	-15	1.7	7	6
COc1ccc(CC(=O)NC(C)C2COc3ccccc3O2)cc1OC (stereo not given)	3	23	13	-1	5	-32	-0.6	5	6
COc1cc2c(cc1NS(=O)(=O)N1CCCC1)oc1ccccc12	15	42	-11	-2	-1	9	-3.2	4	13
NC(=S)N=Nc1c(O)[nH]c2ccc(F)cc12	-3	-15	-17	0	-5	-2	0.6	2	-2
COc1ccc(C2=C/C(=C\c3cccc(OC(C)=O)c3)C(=O)O2)cc1	-14	21	-17	-1	-4	-9	-0.9	2	-13
